From PubChem
ELG1 DNA repair = blocks ELG1-dependent DNA repair in HEK293T cells | HEK293T ELG1-luciferase reporter, luminescence, 16 h; DNA damage induced by 5-fluorouridine | Potency, µM (series often up to 46.1 µM), for the others: top-dose activity change, negative = inhibition, actives largely listed as inhibitors | actives 2.3% (n = 330,000); note: potency is the fitted concentration of half-maximal effect; % is set by controls: 0 for no effect and ±100 for the full control effect; nearly all actives have a fitted effect of over 55% in size
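Quantitative HTS, concentration-response format. 2,000 cells/well co-treated with 5-fluorouridine and compound, 16 hr in 5% CO2 at 37 °C; ONE-Glo luminescence read after 30 min.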
RORgamma inh = ROR gamma (mouse) transcription inhibition | P51450 | Drosophila S2 Gal4-RORgamma UAS-luciferase reporter, 20 h | Potency, µM (doses to about 53.6 µM), for the others: top-dose activity change, negative = inhibition, actives largely listed as inhibitors | actives 5.4% (n = 310,000) | AID 2551; note: potency is the fitted concentration of half-maximal effect; % is set by controls: 0 for no effect and ±100 for the full control effect; nearly all actives have a fitted effect of over 60% in size
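Luciferase reporter read in Schneider cells carrying Gal4-RORγ (mouse) and UAS-Photinus luciferase; cells given compound 1 h before 700 uM copper sulfate induction, then incubated 20 h at ambient temperature.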
TRPV1 ag = human TRPV1 agonism | TRPV1-expressing cells, Fluo-8 calcium influx, agonist mode | Q8NER1 | actives 0.19% (n = 320,000) | activation, % at 8.33 µM; in the data active = activation above about 80%; inconclusive = between about 30% and that limit; note: 0% is about no effect
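Cells expressing TRPV1 were dye-loaded with Fluo-8 and read kinetically: 10 s baseline, 3 min after compound (agonist portion), then 2 min after EC20 capsaicin (allosteric enhancer portion). Calcium-bound dye fluorescence at 480/520 nm.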
VP16 counter = Gal4-VP16 reporter inhibition counter-screen. Drosophila S2 Gal4-VP16 UAS-luciferase, luminescence, 20 h. Potency, µM (series often up to 53.6 µM), inactives show at the highest dose activity, negative = inhibition, actives largely listed as inhibitors. actives 3.5% (n = 310,000);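 note: Gal4-VP16 expression switched on by copper sulfate through the metallothionein promoter; potency is the fitted concentration of half-maximal effect; % is set by controls: 0 for no effect and ±100 for the full control effect; nearly all actives have a fitted effect of over 50% in size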
ELG1 genotoxic = genotoxicity induction in ELG1-luciferase HEK293T cells; HEK293T ELG1-luciferase reporter, luminescence, 16 h; Potency, µM (series often up to 46 µM), inactives show top-dose activity change, positive = activation, hits mostly activators; actives 1.3% (n = 330,000); AID 504466; note: potency is the fitted concentration of half-maximal effect; % of control where 0% means no effect; nearly all actives have a fitted effect of over 60% in size
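16 hr compound incubation (37 °C, 5% CO2) of HEK293T cells carrying luciferase-tagged ELG1; luciferase then measured by ONE-Glo luminescence after 30 min at RT.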
p53 reactivator = restores transcriptional activity of mutant p53 | H1299 p53-A138V BP100-luciferase reporter, luminescence, 24 h | Potency, µM (titrated, usually from 92.2 µM), without a hit: at the highest dose activity change, positive = activation, hits mostly activators | actives 0.063% (n = 320,000); note: potency is the fitted concentration of half-maximal effect; % of control where 0% means no effect; nearly all actives have a fitted effect of over 45% in size
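p53-null H1299 cells stably carrying temperature-sensitive p53-A138V and a BP100-luciferase reporter were pinned with compounds (4-point, 1:5 series) and held 24 hrs at 37 deg C. Luminescence was read 10 min after detection reagent.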
Rab9 promoter act = Rab9 promoter activation; Huh7 Rab9 promoter-luciferase reporter, luminescence, 24 h; Potency, µM (series often up to 9.22 µM), without a hit: top-dose activation, negative = inhibition, hits mostly activators; actives 2.8% (n = 320,000); AID 485297; note: potency is the fitted concentration of half-maximal effect; % of control where 0% means no effect; nearly all actives have a fitted effect of over 60% in size
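Promoter activation is measured as luciferase luminescence in Huh7 cells stably transfected with a Rab9 promoter–luciferase construct, following 24 h compound exposure at 37 °C and 10 min reagent incubation at ambient temperature.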
FLuc counter = firefly luciferase modulation, counter-screen for miR-21 project. P08659. purified FLuc, Km substrates, luminescence inhibition. Potency, µM (top dose mostly 57.5 µM), inactives show at the top dose activity change, negative = inhibition, most hits filed as inhibitors. actives 6.9% (n = 360,000);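 note: potency is the fitted concentration of half-maximal effect; plate controls were vehicle for no effect and reference inhibitor for full effect; nearly all actives have a fitted effect of over 55% in size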
Target sequence (P08659 whole entry, looked up): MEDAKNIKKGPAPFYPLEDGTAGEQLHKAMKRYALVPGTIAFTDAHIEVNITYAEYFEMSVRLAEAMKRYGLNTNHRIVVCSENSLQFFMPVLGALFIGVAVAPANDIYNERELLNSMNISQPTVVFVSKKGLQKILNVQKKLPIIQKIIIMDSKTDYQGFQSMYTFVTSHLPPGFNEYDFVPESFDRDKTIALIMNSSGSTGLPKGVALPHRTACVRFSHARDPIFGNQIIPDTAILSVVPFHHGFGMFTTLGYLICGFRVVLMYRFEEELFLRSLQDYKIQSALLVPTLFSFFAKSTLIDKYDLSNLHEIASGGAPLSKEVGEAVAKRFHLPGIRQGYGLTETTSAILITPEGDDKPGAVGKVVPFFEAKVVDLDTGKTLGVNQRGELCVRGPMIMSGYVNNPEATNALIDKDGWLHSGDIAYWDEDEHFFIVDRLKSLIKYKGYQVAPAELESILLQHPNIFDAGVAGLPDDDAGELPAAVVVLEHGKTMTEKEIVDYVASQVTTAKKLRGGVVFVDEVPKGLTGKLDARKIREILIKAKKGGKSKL
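Purified P. pyralis luciferase (10nM final) with 10uM D-luciferin and 10uM ATP (Km levels) in 50mM Tris acetate pH 7.5, 10mM Mg acetate, 0.01% Tween-20, 0.05% BSA; qHTS 6-point titration, ~60 µM downward; luminescence read.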
Tb PFK inh = blocks T. brucei phosphofructokinase; O15648; T. brucei PFK, ADP-Glo luminescence; actives 0.17% (n = 330,000); AID 485367; Potency, µM (top dose mostly 57.5 µM), inactives show at the top dose activity, negative = inhibition, actives largely listed as inhibitors;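 note: potency is the fitted concentration of half-maximal effect; 0% = uninhibited 1x PFK enzyme wells and -100% = no-enzyme wells; nearly all actives have a fitted effect of over 60% in size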
Target sequence (O15648 whole entry, looked up): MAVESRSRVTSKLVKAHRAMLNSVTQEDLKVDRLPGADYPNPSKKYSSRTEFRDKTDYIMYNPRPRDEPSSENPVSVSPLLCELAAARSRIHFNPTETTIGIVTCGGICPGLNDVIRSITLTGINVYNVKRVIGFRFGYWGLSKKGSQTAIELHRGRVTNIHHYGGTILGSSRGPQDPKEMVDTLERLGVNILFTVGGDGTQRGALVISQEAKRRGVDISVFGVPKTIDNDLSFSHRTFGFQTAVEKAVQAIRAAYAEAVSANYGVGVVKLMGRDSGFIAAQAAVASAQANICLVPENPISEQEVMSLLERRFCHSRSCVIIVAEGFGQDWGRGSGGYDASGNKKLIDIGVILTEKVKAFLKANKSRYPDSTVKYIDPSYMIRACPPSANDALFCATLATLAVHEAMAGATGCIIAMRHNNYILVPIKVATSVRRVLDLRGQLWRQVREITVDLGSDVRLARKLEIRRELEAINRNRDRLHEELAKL
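ADP-Glo luminescence quantified ADP after 45 min at room temperature, with 1.25 nM T. brucei PFK, 0.1 mM ATP and 0.5 mM fructose-6-phosphate in pH 8.0 TEA buffer. qHTS titrations up to 57 µM; curves classified by quality.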
BRCA1 expr up = activators of BRCA1 expression; MCF7-BRCA1-FFLuc reporter, luminescence, 48 h; response scale: scaled: vehicle 0%, 10 µM genistein 100%; Potency, µM (highest dose often 46.1 µM), without a hit: at the top dose activation, usual class: activators; actives 1.1% (n = 380,000); note: potency is the fitted concentration of half-maximal effect; nearly all actives have a fitted effect of over 80% in size; some results filed as inactive show a strong effect at the top dose
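MCF7-BRCA1-FFLuc, 2000 cells/well; 2 h attach, 37 °C/5% CO2; compound 48 h; luciferase substrate 15 min; luminescence end-point. Norm. to genistein 10 microM max activation and DMSO; concentration-response curves fitted.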
NPC1 prom act = NPC1 promoter activation | Huh7 NPC1 promoter luciferase reporter, 24 h | Potency, µM (top dose mostly 9.22 µM), for the others: top-dose activation, usual class: activators | actives 2.4% (n = 320,000) | AID 485313;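 note: potency is the fitted concentration of half-maximal effect; % of control where 0% means no effect; nearly all actives have a fitted effect of over 60% in size; reporter is driven by a mutant NPC1 promoter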
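Stable NPC1-promoter luciferase Huh7 line; cpd (DMSO) 24 h, 37 °C, 5% CO2; Amplite luciferase reagent 10 min RT; luminescence readout. qHTS format.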
* marks the source's active call; other numbers are inactive results; ? = inconclusive; . = not tested or not shown; & = joins results of further samples; ! = not confirmed by another sample; [ ] = remark or other dose. Unless noted, calls come from the whole dose curve; as a rule, active = well fitted curve in the direction sought with a large enough effect; inconclusive = small, poorly fitted or top-dose-only effect, or another doubt; inactive = no such curve, though single readings can be large; an effect the other way counts as inactive or inconclusive. Compounds were not picked by outcome, and some 15% of all compounds hit somewhere here.

Values in the order: ELG1 DNA repair, RORgamma inh, TRPV1 ag, VP16 counter, ELG1 genotoxic, p53 reactivator, Rab9 promoter act, FLuc counter, Tb PFK inh, BRCA1 expr up, NPC1 prom act
> CCNC(=O)c1cc(S(=O)(=O)N(C)C)c(Cl)cc1Cl
  16%, -4%, 3, -12%, 0%, -2%, -2%, 0%, -6%, 15%, -2%
> COc1ccc(NC(=O)COc2cc(O)c3c(c2)OC(C)(C)CC3=O)cc1
  -19%, 18%, -5, -8%, -1%, -4%, -4%, ?, 0%, -11%, 2%
> COc1ccc2cc(CN(CCO)C(=O)c3ccccc3F)c(=O)[nH]c2c1
  10%, 20%, -2, 14%, 2%, 1%, -1%, 4%, 9%, -8%, -2%
> O=C(NCc1n[nH]c(=S)n1-c1ccc(Cl)c(Cl)c1)c1ccc(S(=O)(=O)N2CCOCC2)cc1
  8%, -3%, -4, 11%, -1%, 8%, -4%, -13%, -1%, 20%, -1%
> N#Cc1cc2c(nc1SCC(=O)Nc1sc3c(c1C#N)CCC3)CCCCCC2
  ?, -4%, 1, -7%, 0%, 7%, 3%, -1%, 2%, 13%, 1%
> COc1cc2c(cc1NC(=O)C(C)Sc1ccc(C)cc1)oc1ccccc12 (centres undefined)
  -5%, -24%, 0, -1%, 3%, -4%, 2%[1.84 µM], 5%, 6%, -34%, -6%
> O=C(COC(=O)C1(c2ccccc2)CC1)N1CCN(c2ccc(F)cc2)CC1
  ?, 35%, 10, -6%, -16%, -6%, 1%, 4%, 2%, -17%, -4%
> CSCCC(NC(=O)c1ccccc1Cl)C(=O)N1CCCCCCC1 (centres undefined)
  15%, ., 3, ., 0%, -6%, -7%, -2%, -2%, -15%, 2%
> Cc1cnc(NC(=O)CSc2ncn(-c3ccccc3)n2)s1
  -15%, ?, 0, ?, 0%, -2%, -3%, -7%, -5%, 1%, 2%
> O=C(CCNC(=O)OCC1c2ccccc2-c2ccccc21)NOCc1ccccc1
  4%, ., ., ., 7%, -2%, ., ., 3%, 0%, .
> O=C(Cc1ccccc1)Nc1ccccc1CO
  -2%, 13%, 1, -21%, -5%, 9%, -4%, -2%[2.3 µM], -2%, 1%, -2%
> CCOC(=O)c1c(C)[nH]c(C(=O)OCC(=O)Nc2cc(C)ccc2OC)c1C
  -12%, 3%, 2, 2%, ?, ., 8%, 2%, -2%, -12%, 3%
> N/C(=N\OC(=O)/C=C/c1ccc(Br)cc1)c1ccccn1
  ?, ?, -5, ?, ?, ?, 2.2µM*, 9.5µM*, 0%, ?, 1.8µM*
> CCNC(=O)/C(C#N)=C/c1c(N2CCCCCC2)nc2c(C)cccn2c1=O
  -25%, 38%, 24, 0%, -13%, 0%, -11%[1.84 µM], 0%, 0%, -35%, -2%
> Cc1ccc(C2Nc3ccccc3NC3=C2C(=O)OC(C)C3)cc1 (centres undefined)
  0%, 3%, 1, -2%, 0%, -7%, 1%, -3%, -3%, 1%, -5%
> O=C(NNc1nc(=O)c2cccnc2s1)c1ccccc1O
  15µM*, 0.05µM*, 2, -90%, -8%, -3%, -20%, ?, 0%, -68%, -20%
> NC(=O)c1cc2ccc(O)cc2oc1=Nc1ccccc1
  2.3µM*, -33%, -2, ?, -8%, ?, 17%, -12%, -3%, ?, ?
> c1ccc2c(C3=NNC(=NC4CCCCC4)SC3)c[nH]c2c1
  ?, 9%[10 µM], -2, -7%, 0%, 25%, 15%, ?, -1%, 27%, -1%
> Cc1oc(-c2ccccc2Cl)nc1CS(=O)CC(=O)N1CCN(c2ccccc2)CC1 (centres undefined)
  0%, 16%, 4, 1%, -8%, 6%, -3%, 1%, 0%, 0%, 1%
> COC(=O)CSc1ncnc2c1cnn2Cc1ccccc1
  0%, 10µM*, 30, -28%, 1%, 15%, -1%, 1%, 0%, -18%, 0%
> Cc1nn(C)c(C(=O)Sc2ccccc2)c1[N+](=O)[O-]
  0%, ?, 1, ?, -2%, -3%, -2%, 0%, -20%, 0%, 1%
> COc1ccc(CNC(=O)CSc2ncnc3ccccc23)cc1OC
  -1%, -33%, 8, 5%, -4%, 1%, -1%, -3%, 3%, -32%, -4%
> O=C(c1nc2ccc(Cl)cn2c1CN1CCC(CO)CC1)N1CCc2ccccc2C1
  0%, -23%, -5, 5%, 1%, 15%, -1%, 2%, -7%, -8%, -4%
> COc1cc(C(=O)CSc2nnc(-c3ccc(O)cc3)n2CC2CCCO2)ccc1NC(C)=O (centres undefined)
  8%, -11%, 4, -8%, 4%, ?, -2%, 5%, 3%, 3%, -4%
> CCN=C(NC#N)SCc1c(F)cccc1Cl
  -3%, -11%, 2, -6%, 1%, -6%, -1%, -1%, -1%, 31%, 2%
> COc1ccc(Br)cc1CNC(=O)CCc1nc(-c2ccc(C)cc2)no1
  -20%, -6%, 0, -10%, -5%, 0%, -7%, 1%, 4%, -7%, -4%
> Cc1ccc2[nH]c3c(c2c1)CCN1C(=O)OC(C)(C)C31C (centres undefined)
  1%, 6%, 24, -4%, 0%, -1%, -2%, -1%, -7%, -2%, -4%
> Clc1ccccc1-c1nc(-c2ccncc2)no1
  ?, -29%&-41%&-40%, -5&8, -3%&-7%&-1%, 10µM*, ?, 1.3µM*, 6.7µM*, 2%&0%, 1.8µM*!, 4µM*
> COc1ccc(/C=C(/NC(=O)c2ccccc2)C(=O)N2CCC(C)CC2)cc1
  6%, 9%, 2, 2%, 8%, -1%, -1%, -1%, 1%, -14%, -3%
> CC1CCC(NC(=O)c2ccc(NC(=O)c3ccc(=O)[nH]c3)cc2)CC1 (centres undefined)
  ?, 0%, -4, 8%, 16%, ?, 23%, -11%, 4%, ., 13%

Later entries.
Values in the order: ELG1 DNA repair, RORgamma inh, TRPV1 ag, VP16 counter, ELG1 genotoxic, p53 reactivator, Rab9 promoter act, FLuc counter, Tb PFK inh, BRCA1 expr up, NPC1 prom act
> O=C(NCc1ccc(Cl)cc1)c1ccc(NC(=O)C2CCCO2)cc1 (centres undefined)
  19%, -1%, 9, 4%, 3%, 5%, 3%, 6%, 3%, -6%, -7%
> COc1cc2c(cc1OC)C(c1cccs1)N(C(=O)c1ccc(S(=O)(=O)N(C)C)cc1)CC2 (centres undefined)
  -11%, -15%, 21, -1%, 0%, 19%, 0%, 2%, -11%, -17%, -1%
> Cc1ccc(C2(CC(=O)N3CCCC3)CCOC(C(C)C)C2)cc1 (centres undefined)
  8%, 16%, ?, 2%, 3%, -2%, -2%, 1%, 1%, -11%, 3%
> O=[N+]([O-])c1ccc(N2CCSCC2)cc1O
  15%, 12%, 2, -6%, 3%, 3%, -2%, -14%, -4%, -3%, -3%
> O=C(C1CC1)N1CCN(c2ccc(O)cc2)CC1
  ?, -5%, 5, -7%, 1%, -9%, 1%, 0%, 0%, -1%, 8%
> COc1ccc(C)cc1NC(=O)C(Sc1nncn1C)c1ccccc1 (centres undefined)
  -26%, -13%, -2, 6%, 2%, 2%, -2%, -3%, 3%, 1%, -2%
> CCOc1cc(N2CCOCC2)c(OCC)cc1NC(=O)c1ccc(OC)cc1
  ?, 30%, -2, -15%, -6%, -3%, 0%, 5%, -2%, -11%, -14%
> O=C(c1ccc2c(c1)OCO2)N1CCC2(CC1)Oc1ccc(Cl)cc1C(=O)C21CC(c2ccc(Cl)cc2)=NO1 (centres undefined)
  23%, 13%, -1, -15%, 3%, 2%, -11%, -5%, -16%, ., -6%
> CC(=O)N1CCOc2ccc(S(=O)(=O)NCc3ccc(F)cc3)cc21
  -9%, -13%, -1, -5%, -3%[9.26 µM], 0%, -6%, -2%, -21%, 7%, -1%
> CC1CCN(C(=O)c2[nH]cnc2C(=O)NC2CCN(C(=O)OC(C)(C)C)CC2)CC1
  4%, ., 5, ., 2%, 5%, 2%, -1%, -2%, -3%, 0%
> CCOC(=O)c1nn(-c2ccccc2)c(C#N)c1NC(=O)c1nn(CC)cc1Br
  ., 30%, 0, -26%, ., ., ., -1%, ., -52%, .
> CC1CN(C(=O)C(C)OC(=O)c2ccc3ncsc3c2)CC(C)O1 (centres undefined)
  10%, ., 0, ., 2%, 2%, 0%, -1%, 9%, 5%, -2%
> Cc1ccc2c(c1)C(=O)c1ccccc1CS2=O (centres undefined)
  -2%, -26%, 12, 0%, 5%, 6%, 2%, -6%, 1%, -1%, -1%
> NS(=O)(=O)c1cccc(NC(=O)COC(=O)C2(c3cccc(F)c3)CCCC2)c1
  0%, -6%, ?, -13%, -2%, -2%, -4%, 1%, -4%, -33%, -1%
